Source: PubChem (National Center for Advancing Translational Sciences (NCATS))
HEK cytotox: kills HEK 293 cells | HEK 293 viability, ATP luminescence (CellTiter-Glo), 48-72 h | AID 1345083 | 6.6% of 94,000 active | Potency, µM (titrated, usually from 115 µM), inactives show top-dose activity change, negative = cytotoxicity, actives largely listed as inhibitors; note: potency is the fitted concentration of half-maximal effect; nearly all actives have a fitted effect of over 60% in size
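HEK 293 cells seeded at 250 cells/well were exposed to compound for 48 or 72 hr at 37 degree Celsius. Viability taken as ATP content by CellTiter-Glo luminescence.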
SNCA expr inhib: inhibitors of alpha-synuclein (SNCA) gene expression. HEK-293 SNCA-luciferase knock-in, luminescence, 24 h. Potency, µM (titrated, usually from 57.2 µM), for inactives: at the top dose activity change, negative = inhibition, actives largely listed as inhibitors. 0.17% of 140,000 active. AID 1671194;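 note: potency is the fitted concentration of half-maximal effect; plate controls were DMSO cells for no effect and cell-free wells for full effect; nearly all actives have a fitted effect of over 45% in size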
SNCA viab count: reduces viability of HEK-293 SNCA reporter cells. HEK-293-SNCA-luc viability, GF-AFC fluorescence, 24 h. Potency, µM (top dose mostly 57.1 µM), for the others: at the top dose activity change, negative = cytotoxicity, actives largely listed as cytotoxic. 0.12% of 150,000 active. AID 1671193;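 note: potency is the fitted concentration of half-maximal effect; 0% = DMSO-treated cells and -100% = medium-only wells without cells; nearly all actives have a fitted effect of over 30% in size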
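HEK-293-SNCA-luc cells (1500/well) plated 24 h, then exposed 24 h to a dilution series; GF-AFC added 30 min at 37C, fluorescence 405/540 nm; normalised to medium-only and DMSO wells, Hill fit.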
FLuc inh: inhibitors of firefly (Photinus pyralis) luciferase; P08659; Potency, µM (series often up to 115 µM), inactives show at the highest dose activity change, negative = inhibition, most hits filed as inhibitors; 2.5% of 76,000 active; purified P. pyralis luciferase, luminescence, biochemical; AID 1347043; note: potency is the fitted concentration of half-maximal effect; nearly all actives have a fitted effect of over 65% in size
Target sequence (P08659 whole entry, looked up): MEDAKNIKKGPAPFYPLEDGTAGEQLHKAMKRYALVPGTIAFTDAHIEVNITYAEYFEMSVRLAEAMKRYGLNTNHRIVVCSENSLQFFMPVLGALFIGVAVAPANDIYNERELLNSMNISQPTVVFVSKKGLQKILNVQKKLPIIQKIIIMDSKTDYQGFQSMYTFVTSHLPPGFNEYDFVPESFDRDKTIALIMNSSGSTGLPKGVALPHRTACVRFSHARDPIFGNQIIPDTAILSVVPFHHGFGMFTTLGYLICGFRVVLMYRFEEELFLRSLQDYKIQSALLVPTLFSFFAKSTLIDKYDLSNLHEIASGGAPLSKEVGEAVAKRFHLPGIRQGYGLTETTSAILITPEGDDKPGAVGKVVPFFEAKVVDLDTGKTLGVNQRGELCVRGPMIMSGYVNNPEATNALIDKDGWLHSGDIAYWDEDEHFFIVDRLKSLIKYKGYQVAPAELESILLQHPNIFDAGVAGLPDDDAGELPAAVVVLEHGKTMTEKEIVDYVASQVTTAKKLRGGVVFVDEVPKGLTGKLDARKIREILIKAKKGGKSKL
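Inhibitors were tested against purified firefly luciferase in a biochemical, low-substrate format (both substrates at 10uM) and luminescence measured with a CCD imager.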
3T3 cytotox: kills NIH 3T3 cells; AID 1345082; NIH 3T3 viability, CellTiter-Glo ATP luminescence, 48-72 h; Potency, µM (series often up to 96.7 µM), for the others: at the highest dose activity change, negative = cytotoxicity, most hits filed as inhibitors; 4.3% of 94,000 active; note: potency is the fitted concentration of half-maximal effect; nearly all actives have a fitted effect of over 55% in size
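First NIH 3T3 cells are plated at 400 cells/well; next compound is pinned in; then plates incubate 48 or 72 hr at 37 °C; finally CellTiter-Glo is added and luminescence read after 10 min.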
GPT2 inh: GPT2 alanine aminotransferase inhibition; Q8TD30; Recombinant GPT2, coupled pyruvate oxidase/HRP Amplex Red fluorescence; Potency, µM (top dose mostly 57.7 µM), without a hit: at the top dose activity change, negative = inhibition, hits mostly inhibitors; 0.25% of 100,000 active; note: potency is the fitted concentration of half-maximal effect; nearly all actives have a fitted effect of over 60% in size; many of its hits are not listed in these tables
Target sequence (Q8TD30 whole entry, looked up): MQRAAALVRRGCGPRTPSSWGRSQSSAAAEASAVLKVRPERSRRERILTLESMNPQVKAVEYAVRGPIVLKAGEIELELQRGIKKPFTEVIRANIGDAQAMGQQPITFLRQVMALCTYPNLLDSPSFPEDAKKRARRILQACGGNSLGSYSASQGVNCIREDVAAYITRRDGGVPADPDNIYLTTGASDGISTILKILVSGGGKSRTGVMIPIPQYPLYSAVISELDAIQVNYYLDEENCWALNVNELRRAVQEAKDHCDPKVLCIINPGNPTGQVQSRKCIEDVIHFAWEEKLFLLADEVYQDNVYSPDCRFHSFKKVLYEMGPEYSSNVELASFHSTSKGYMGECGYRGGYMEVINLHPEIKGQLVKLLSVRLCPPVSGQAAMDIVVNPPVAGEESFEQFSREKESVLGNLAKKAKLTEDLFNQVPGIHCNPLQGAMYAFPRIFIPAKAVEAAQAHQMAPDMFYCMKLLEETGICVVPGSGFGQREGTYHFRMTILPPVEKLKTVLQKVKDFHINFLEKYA
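GPT2 10ng/uL, a-KG 250uM, L-Ala 2mM, HEPES pH7.5 + 0.0001% Tween; 30 min RT. Then Amplex mix (PO/HRP/ThPP), 30 min RT dark, fluorescence. AOA 50uM used as positive control.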
IP6K1 inh: inhibitors of human IP6K1 | Q92551 | activity change, % (series mostly up to about 58 µM) | AID 1645851 | IP6K1 kinase, ADP-Glo luminescence, 2 h; hits give low values | 0.81% of 140,000 active; in the data active = activity change below about -25%
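ADP-Glo luminescence measures ADP made by human IP6K1 during a 2 h RT reaction with ATP/IP6 (mix at 1.3 mM/130 uM); top library doses 57.5 and 19.1 uM final.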
The depositor's hits bear a star; i = inactive; u = inconclusive; x = no result given; [ ] = remark or other dose. Unless noted, calls come from the whole dose curve; as a rule, active = well fitted curve in the direction sought with a large enough effect; inconclusive = small, poorly fitted or top-dose-only effect, or another doubt; inactive = no such curve, though single readings can be large; an effect the other way counts as inactive or inconclusive. Unless noted, % is set by controls: 0 for no effect and ±100 for the full control effect.

Each structure is followed by: HEK cytotox, SNCA expr inhib, SNCA viab count, FLuc inh, 3T3 cytotox, GPT2 inh, IP6K1 inh
OCC1CN(c2ccncn2)CC12CCN(CC1CCCCC1)CC2 (stereo not given)
    -26%, u, -6%[12.5 µM], -3%, -23%, -47%, 13
COc1ccc(NC(=O)Cn2c(=O)n(CCC(=O)NCc3ccccc3OC)c(=O)c3ccccc32)cc1Cl
    x, 14%, 4%, x, x, x, 1
CN(C)C[C@@H]1CN(c2ncccn2)C[C@H]1NC(=O)c1ccc(Cl)cc1
    2%, u, 5%, 3%, -8%, i, 21
CN(Cc1cn(-c2ccccc2)nn1)Cc1ccccc1-n1cccn1
    -27%, 0%, 0%, -1%, -15%, i, 2
COc1ccccc1Nc1ccnc(N2CCC(NC(=O)C3CC3)CC2)n1
    -22%, -3%, 9%, x, -28%, -16%, -1
Cn1cc(CN2CCC(C3CCN(S(C)(=O)=O)CC3)C2)c2ccccc21 (stereo not given)
    u, 10%, -26%, -9%, u, u, 30
CCc1ccc(-c2[nH]c3c(c2-c2sc(C)c(C(=O)OC)c2O)c(=O)[nH]c(=O)n3C)cc1
    x, -13%, -8%, x, x, x, 4
Fc1c(F)c(F)c(CN2CCCC3(CCNC3)C2)c(F)c1F (stereo not given)
    u, -25%, -6%, -1%, -14%, u, -5
Cc1cccc(N2CCN(C(=O)C3CCN(S(=O)(=O)c4ccc5c(c4)oc(=O)n5C)CC3)CC2)c1C
    x, 20%, -7%, x, x, x, 5
CCOC(=O)CCn1c(=O)c2cccn2c2cccnc21
    x, 77%[activator], 4%, x, x, x, 12
COCCCNC(=O)C1CCCN1Cc1cccc(-c2ccc(C)c(Cl)c2)c1 (stereo not given)
    u, x, x, x, 40µM*, x, 22
COCC(=O)Nc1c(I)c(C(=O)NCC(O)CO)c(I)c(C(=O)N(C)CC(O)CO)c1I (stereo not given)
    x, 28%[25.6 µM], u, x, x, i, -10
CC(=O)Nc1ccc(S(=O)(=O)N2CCC(c3nnnn3-c3ccccc3)CC2)cc1
    x, 1%, -7%, x, x, x, 9
Cc1cccc(Cc2c(C)nc3nc(SCc4ccccc4C)nn3c2C)c1
    x, -23%, 4%, x, x, x, 15
CN1CCCC1c1nc(C2CN(C(=O)c3ccoc3)C2)no1 (stereo not given)
    -4%, u, -2%[12.5 µM], -14%, -19%, u, 0
COc1ccc(CCc2nc3nccc(-c4ccncc4)n3n2)cc1OC
    -1%, 14%, 9%, 4%, -16%, -29%, -9
CN(C)c1ccc(-c2nnc([C@H]3CCN(Cc4ccccn4)C3)o2)cc1
    u, 90%[activator][87.6 µM], 7%[87.6 µM], u, -28%[174 µM], -7%[88.5 µM], 20
CC(C)NC[C@H]1Cn2c(-c3ccc(Cl)cc3)cnc2CO1
    u, 12%[87.6 µM], 12%[87.6 µM], -1%[172 µM], u, u, 1
Fc1ccc2c(c1)nc1n2[C@@H](CNC2CCCCC2)COC1
    u, 6%[87.6 µM], -2%[87.6 µM], -6%[172 µM], 28µM*, -12%[88.5 µM], -7
CN1CCc2c([nH]c3ccccc23)C12CCN(S(=O)(=O)c1cccnc1)CC2
    u, -7%, -8%[12.5 µM], 0%, u, 3%, 9
Cc1ccc(-c2c(C)n3c4c(=O)n(C)c(=O)n(C)c4nc3n2CCCO)cc1
    x, -4%, u, x, x, x, 9
CCCn1cc2c3c(cccc31)CN(C(=O)c1ccc(OC)cc1)CC2
    u, 38%[activator], 1%, u, u, i, 14
COc1ccc(C(=O)N2CCN(Cc3ccc(=O)n(C)c3)CC2)cn1
    -7%, u, 7%, u, i, i, 3
CCCCCn1c(=N)c(S(=O)(=O)c2ccc(C)cc2)cc2c(=O)n3cc(C)ccc3nc21
    x, 2%, u, x, x, x, 10
O=C(c1ccc(F)cc1)N1CC(=O)N(C2CCC2)CC(O)C1 (stereo not given)
    -13%, x, x, x, u, x, -3
Cc1ccc(Cn2c(CO)cnc2SCC(=O)Nc2cccc(F)c2)cc1
    x, -17%, 13%, x, x, x, 12
O=C(CSc1nc2ccsc2c(=O)n1-c1ccc(Br)cc1)NCc1ccccc1
    x, 27%, -5%, x, x, x, -12
O=C1NCCCCCCN(Cc2ccncc2)[C@@H]2CN(Cc3ccncc3F)CC[C@@H]12
    -2%, -20%, -6%, -3%, -25%, i, 33
O=C(O)C1CC2(CCN(Cc3cc4ccccc4o3)CC2)CN1C(=O)C1CC1 (stereo not given)
    -24%, -25%, 0%, 9%, -18%, -13%, 7
O=S(=O)(NCC(c1cccs1)S(=O)(=O)c1ccccc1)c1ccccc1 (stereo not given)
    x, 31%, -18%, x, x, x, -11

Reformatted field by field: part of the list above
CC(C)NC[C@H]1Cn2c(-c3ccc(Cl)cc3)cnc2CO1
  HEK cytotox: u; SNCA expr inhib: 12%[87.6 µM]; SNCA viab count: 12%[87.6 µM]; FLuc inh: -1%[172 µM]; 3T3 cytotox: u; GPT2 inh: u; IP6K1 inh: 1
Fc1ccc2c(c1)nc1n2[C@@H](CNC2CCCCC2)COC1
  HEK cytotox: u; SNCA expr inhib: 6%[87.6 µM]; SNCA viab count: -2%[87.6 µM]; FLuc inh: -6%[172 µM]; 3T3 cytotox: 28µM*; GPT2 inh: -12%[88.5 µM]; IP6K1 inh: -7
CN1CCc2c([nH]c3ccccc23)C12CCN(S(=O)(=O)c1cccnc1)CC2
  HEK cytotox: u; SNCA expr inhib: -7%; SNCA viab count: -8%[12.5 µM]; FLuc inh: 0%; 3T3 cytotox: u; GPT2 inh: 3%; IP6K1 inh: 9
Cc1ccc(-c2c(C)n3c4c(=O)n(C)c(=O)n(C)c4nc3n2CCCO)cc1
  HEK cytotox: x; SNCA expr inhib: -4%; SNCA viab count: u; FLuc inh: x; 3T3 cytotox: x; GPT2 inh: x; IP6K1 inh: 9

Later entries:
Each structure is followed by: HEK cytotox, SNCA expr inhib, SNCA viab count, FLuc inh, 3T3 cytotox, GPT2 inh, IP6K1 inh
COc1ccc(C(=O)N2CCCC3(CC(c4cccc(C(F)(F)F)c4)=NO3)C2)cc1 (stereo not given)
    u, -20%, 3%, 0%, u, -5%, 16
COC(=O)CCNC(=O)C1c2ccccc2C(=O)N(CC(C)C)C12CCCC2 (stereo not given)
    -8%, -9%, u, 2%, -11%, i, -1
O=C(N[C@H]1[C@H]2CCO[C@H]2[C@@H]1N1CCCC1)c1cc2c(s1)CCCCC2
    u, 22%, -4%, 1%, -11%, i, -3
O=C(Nc1cccc(Nc2ncc(Br)c(NCCc3cnc[nH]3)n2)c1)N1CCCC1
    x, u, u, x, x, i, x
COc1ccc(-c2ccc3nnc(CNC(=O)C(C)Oc4cccc(Cl)c4)n3n2)cc1 (stereo not given)
    u, 8%, -13%, 1%, u, i, -1
O=C(Nc1ccc(Cl)cc1)c1nc2c(o1)CCN(CC1CC1)CC2
    u, 52%[activator][87.6 µM], 5%[87.6 µM], -2%[172 µM], u, i, 9
O=C(CCn1cnc2onc(-c3ccc(F)cc3)c2c1=O)N1CCN(c2ccc(F)cc2)CC1
    x, 12%, -11%, x, x, x, 42
Cc1ccc(NC2CCCN(C(=O)Cc3c[nH]c(=O)n(C)c3=O)C2)cc1C (stereo not given)
    -9%, 3%, 0%, -1%, -14%, i, 17
CC(C)(C)OC(=O)N1CCC(c2c(C(=O)NC3CCN(Cc4ccccc4)CC3)cnn2-c2cccc(F)c2)CC1
    x, -20%, -4%, x, x, x, 10
COc1ccc(C(C(=O)O)N2CCN(Cc3csc(C)n3)CC2)cc1C (stereo not given)
    -3%, -3%, 2%, 9%, -10%, i[11.5 µM], 3
Cc1cnc(CC2CCN(C(=O)c3cccnc3)C2)n1C(C)C (stereo not given)
    -1%, 7%, -6%, 2%, -9%, i, -12
Cc1ccc(CNC(=O)N2CCC3(CC2)C(C(=O)O)CC(=O)N3C)cc1 (stereo not given)
    i, -7%, -7%, 1%, 1%, i[11.5 µM], 10
O=C(CC1N=C2c3ccccc3N=C(SCc3ccc(Cl)cc3)N2C1=O)NCCc1ccccc1 (stereo not given)
    x, 14%, u, x, x, x, 502
COc1cccc(CN2CCCCCNC(=O)CC2c2ccccc2)c1 (stereo not given)
    u, -19%, -37%, -7%, u, 3%, -6
O=C(NCCCc1ccccc1)C1CCN(Cc2ccccc2-c2ccccc2F)CC1
    22µM*, x, x, x, u, x, 7
CCc1noc(-c2cn(C3CCN(C(=O)Cc4cccc(Cl)c4)CC3)nn2)n1
    -13%, -8%, 1%, -2%, -19%, -3%, 20
Cc1cc(C)cc(OC(=O)c2cc(-c3ccc4c(c3)OCCO4)on2)c1
    x, -20%, 8%, x, x, x, 2
O=C(CCS(=O)(=O)c1ccccc1)N(Cc1cccnc1)c1nc2ccc(Cl)cc2s1
    x, 11%, 2%, x, x, x, -2
CN(C)[S+](=O)([O-])c1ccc2c(c1)OCCN(Cc1cccs1)C2
    u, -11%[87.6 µM], -8%[87.6 µM], -10%[172 µM], u, 1%[88.5 µM], 2
COc1ccc(Cl)cc1C(=O)N1CCC(c2n[nH]c(=O)n2-c2ccc(C)cc2)CC1
    6%, 4%, -3%, -1%, u, 0%, -13
Cc1ccc(CNC(=O)COCc2cc(-c3ccc4c(c3)OCO4)on2)cc1
    x, -6%, -10%, x, x, x, 0
CC1=C(C(=O)OCc2ccc(C)cc2)C(c2ccccc2C(F)(F)F)CC(=O)N1 (stereo not given)
    x, 45%[activator], u, x, x, x, 3
CCN(CC)CCCNC(=O)c1nn(-c2ccc(OC)cc2)c(=O)c2c1c1ccccc1n2C
    x, 35%, -16%, x, x, x, 25
COc1ccc(-c2cccc(C(=O)N3CCC(NC(=O)c4ccc(C(F)(F)F)cc4)CC3)c2)nn1
    40µM*, x, x, x, -28%, x, -7
CCOC(=O)C(Cc1cccc(N2CCN(C(=O)c3c(Cl)cccc3Cl)CC2)c1F)OC (stereo not given)
    79µM*, x, x, x, u, x, 11
NC(=O)[C@H]1C[C@@H](O)[C@H](O)[C@H]2[C@@H]1SC(=Nc1ccccc1)N2CC1CCCCC1
    -2%[172 µM], -24%[87.6 µM], -6%[87.6 µM], 12%[172 µM], -4%[174 µM], -5%[88.5 µM], 10
Clc1cccc(C2=NC(c3cccs3)=Nc3ccc(Br)cc3N2)c1
    x, 0%, -9%, x, x, x, 0
CCC(=O)N1c2ccccc2CC1C(=O)NCCCN1CCN(c2cccc(Cl)c2)CC1 (stereo not given)
    x, -18%, u, x, x, x, 17
COc1ccc(Cl)cc1NC(=O)NCCc1noc(C)n1
    -2%, 14%, 1%, 8%, -4%, -3%, 6
COc1cccc(C(=O)N2CC(Oc3ccccc3-c3nc(C4CC4)no3)C2)c1
    u, 0%, 1%, 9%, u, -6%, 7
CCOc1ccc(C(=O)N2CCCN(c3cc(-c4ccc(Cl)cc4)[nH]n3)CC2)cc1
    40µM*, -28%, u, 3%, u, i, 1
O=C(COc1ccccc1)N1CC[C@H]2CC(=O)N(C3CC3)CC[C@H]2C1
    -27%[172 µM], -16%[87.6 µM], -2%[87.6 µM], -5%[172 µM], -14%[174 µM], 1%[88.5 µM], 7

These rows are one share of the data; the hit share may differ from the screen's.
